influenza NS1A = NS1A inhibition, H1N1 influenza, cell based functional assay (AID 504329) | NS1A functional cell-based assay, percent inhibition; higher % means a stronger effect | inhibition, % at 12.5 µM; hits with a dose series show IC50 in µM | 0.3% of 340,000 active; in the data active means a potency from the dose series; inconclusive means inhibition above about 27% without an active follow-up result; further: strong numbers were not always called active
PhoP GFP inhibition = PhoP regulon inhibitors, Salmonella typhi PhoP promoter GFP reporter, confirmatory (AID 1850) | Salmonella Typhi PhoP-promoter GFP reporter, fluorescence, 4 h; higher % means a stronger effect | one-dose inhibition, % at 50 µM; IC50 in µM for titrated hits | 0.33% of 310,000 active; in the data active means a potency from the dose series; inconclusive means inhibition mostly from about 25% at the one dose, without a potency; inactive means the rest, 99 in 100 with inhibition below about 19%;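 further: 0% = induced wells with vehicle and 100% = uninduced wells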
M. tuberculosis = growth inhibition of non-replicating M. tuberculosis (AID 488890) | Mycobacterium tuberculosis non-replicating, growth inhibition; higher % means a stronger effect | 0.39% of 320,000 active | inhibition, % at 25 µM; hits with a dose series show IC50 in µM; in the data active means a potency from the dose series; inconclusive means inhibition mostly from about 82% at the one dose, without a potency; inactive means the rest, 99 in 100 with inhibition below about 76%;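 further: plate controls were DMSO cells for no effect and high antibiotic wells for full effect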
M. tuberculosis HTS = M. tuberculosis growth inhibition, HTS (AID 449762); inhibition, % at 25 µM; hits with a dose series show IC50 in µM; M. tuberculosis H37Rv growth inhibition, 7H9 media; higher % means a stronger effect; 0.59% of 330,000 active; in the data active means a potency from the dose series; inconclusive means inhibition above about 70% without an active follow-up result;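 further: bacterial growth assessed after seven days of incubation; strong numbers were not always called active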
inhibitors of VEEV = inhibitors of VEEV TC-83 cytopathic effect, confirmation, Vero cells (AID 588727). Vero cells, VEEV TC-83 cytopathic effect inhibition; higher % means a stronger effect. 0.13% of 350,000 active. inhibition, % at 20 µM; hits with a dose series show IC50 in µM; in the data active means a potency from the dose series; inconclusive means inhibition mostly from about 14% at the one dose, without a potency; inactive means the rest, 99 in 100 with inhibition below about 12%; further: strong numbers were not always called active
inhibitors of VEEV 10K pilot screen = recorded beside inhibitors of VEEV, whose call it bears; inhibition, %; measured here: 10K pilot screen inhibition
* hit, by the source's call; i = inactive; ? = inconclusive; · = no result given.

Start of the listing, in advance (18 entries):
SMILES	influenza NS1A	PhoP GFP inhibition	M. tuberculosis	M. tuberculosis HTS	inhibitors of VEEV	others
CCn1c(SCC(=O)Nc2nccs2)nnc1-c1ccccc1	-2%	2%	1%	-1%	i
CCc1ccc(CNc2ccc3c(c2)ncn3C)cc1	0%	2%	37%	12%	2.5%
O=C(O)[C@@H]1C[C@H]1[C@@H](NP(=O)(c1ccccc1)c1ccccc1)c1ccccc1	0%	2%	-3%	-10%	0.4%	inhibitors of VEEV 10K pilot screen=0.8
Cc1ccc(NC(=O)N2CCC(O)(c3ccc(Cl)cc3)CC2)cc1	8%	-2%	4%	0%	0.7%
O=c1n(-c2ccc(Br)cc2)cnn1-c1ncccc1[N+](=O)[O-]	-7%	-4%	1%	4%	0.5%
CCOC(=O)c1[nH]c(C)c(/C(O)=C2\C(=O)C(=O)N(CCN3CCOCC3)C2c2ccco2)c1C (configuration not stated)	-6%	2%	-16%	-2%	i
Cc1cccc(N(CC(=O)O)CC(=O)O)c1	1%	-1%	-7%	-1%	0.1%
Cc1ccc(O)c(CC(C)C)n1	-3%	1%	-43%	-6%	2.0%
O=C1CCCN1S(=O)(=O)c1ccccc1	-12%	8%	-5%	-3%	0.9%
O=C(NC1CCCC1)C(c1ccccn1)N(C(=O)c1csnn1)C1CCCCC1 (configuration not stated)	-13%	1%	1%	7%	3.1%
Cc1ccc(-n2cc(CNCCCN3CCCC3=O)c(-c3ccc(F)cc3)n2)cc1	-6%	-7%	34%	13%	i
Cc1ccccc1-n1c(=S)[nH]c2nc3c(cc2c1=O)COC(C)(C)C3	0%	-13%	-4%	-6%	1.3%
COc1ccc(C(=O)N2CCCC(Nc3ccc(F)cc3)C2)c(OC)c1 (configuration not stated)	-7%	0%	0%	-3%	3.0%
CC[C@@]1(C(=O)OC)N[C@H](CN(C)S(=O)(=O)c2ccc(C(C)(C)C)cc2)[C@@H]2C(=O)N(C)C(=O)[C@@H]21	-3%	·	0%	10%	i
N/C(COc1ccccc1)=N\NS(=O)(=O)c1ccccc1	-1%	3%	-2%	-3%	1.3%	inhibitors of VEEV 10K pilot screen=0.3
Cc1c(C(=O)NCCN2CCOCC2)oc2ccc(Br)cc12	6%	-58%	-1%	-5%	6.0%
c1c(CC2CCCC2)nnn1C[C@H]1CC[C@@H]([C@@H]2CC[C@H](Cn3cc(CC4CCCC4)nn3)O2)O1	10%	0%	22%	1%	i
CC1CCCN(C(=O)CN2C(=O)NC3(CCCCC3C)C2=O)C1 (configuration not stated)	-2%	·	·	·	0.9%

Main list, from the start:
SMILES	influenza NS1A	PhoP GFP inhibition	M. tuberculosis	M. tuberculosis HTS	inhibitors of VEEV	others
CCn1c(SCC(=O)Nc2nccs2)nnc1-c1ccccc1	-2%	2%	1%	-1%	i
CCc1ccc(CNc2ccc3c(c2)ncn3C)cc1	0%	2%	37%	12%	2.5%
O=C(O)[C@@H]1C[C@H]1[C@@H](NP(=O)(c1ccccc1)c1ccccc1)c1ccccc1	0%	2%	-3%	-10%	0.4%	inhibitors of VEEV 10K pilot screen=0.8
Cc1ccc(NC(=O)N2CCC(O)(c3ccc(Cl)cc3)CC2)cc1	8%	-2%	4%	0%	0.7%
O=c1n(-c2ccc(Br)cc2)cnn1-c1ncccc1[N+](=O)[O-]	-7%	-4%	1%	4%	0.5%
CCOC(=O)c1[nH]c(C)c(/C(O)=C2\C(=O)C(=O)N(CCN3CCOCC3)C2c2ccco2)c1C (configuration not stated)	-6%	2%	-16%	-2%	i
Cc1cccc(N(CC(=O)O)CC(=O)O)c1	1%	-1%	-7%	-1%	0.1%
Cc1ccc(O)c(CC(C)C)n1	-3%	1%	-43%	-6%	2.0%
O=C1CCCN1S(=O)(=O)c1ccccc1	-12%	8%	-5%	-3%	0.9%
O=C(NC1CCCC1)C(c1ccccn1)N(C(=O)c1csnn1)C1CCCCC1 (configuration not stated)	-13%	1%	1%	7%	3.1%
Cc1ccc(-n2cc(CNCCCN3CCCC3=O)c(-c3ccc(F)cc3)n2)cc1	-6%	-7%	34%	13%	i
Cc1ccccc1-n1c(=S)[nH]c2nc3c(cc2c1=O)COC(C)(C)C3	0%	-13%	-4%	-6%	1.3%
COc1ccc(C(=O)N2CCCC(Nc3ccc(F)cc3)C2)c(OC)c1 (configuration not stated)	-7%	0%	0%	-3%	3.0%
CC[C@@]1(C(=O)OC)N[C@H](CN(C)S(=O)(=O)c2ccc(C(C)(C)C)cc2)[C@@H]2C(=O)N(C)C(=O)[C@@H]21	-3%	·	0%	10%	i
N/C(COc1ccccc1)=N\NS(=O)(=O)c1ccccc1	-1%	3%	-2%	-3%	1.3%	inhibitors of VEEV 10K pilot screen=0.3
Cc1c(C(=O)NCCN2CCOCC2)oc2ccc(Br)cc12	6%	-58%	-1%	-5%	6.0%
c1c(CC2CCCC2)nnn1C[C@H]1CC[C@@H]([C@@H]2CC[C@H](Cn3cc(CC4CCCC4)nn3)O2)O1	10%	0%	22%	1%	i
CC1CCCN(C(=O)CN2C(=O)NC3(CCCCC3C)C2=O)C1 (configuration not stated)	-2%	·	·	·	0.9%
CC(C)=CC(=O)Nc1ccccc1C(N)=O	-1%	-9%	7%	-3%	1.2%
CCOc1cc(C=C2C(=O)NC(=O)NC2=O)ccc1OCC(=O)N1CCOCC1	-3%	-13%	5%	4%	0.3%
Cc1ccc(S(=O)(=O)c2nc(S(C)(=O)=O)sc2NCc2ccc3c(c2)OCO3)cc1	3%	-3%	15%	-5%	6.3%
CCOc1ccc(CCNC(=O)COC(=O)c2cc(S(=O)(=O)N3CCOCC3)ccc2F)cc1OCC	3%	4%	31%	5%	i
CCCCC(CC)Cn1c(O)c(/C=C2\C=NN=C2c2ccccc2)sc1=S (configuration not stated)	-2%	-2%	-12%	12%	1.2%
O=C(COc1ccc(Br)cc1CO)Nc1ccc(S(=O)(=O)N2CCCCC2)cc1	-7%	·	17%	1%	1.4%
Cc1cccc(Nc2nc(NCc3ccco3)c3ccccc3n2)c1	0%	5µM*	?	?	1.9%
CCOC(=O)C(CCC(C)=O)C(=O)c1ccccc1 (configuration not stated)	-1%	-8%	-7%	-3%	0.8%
CN1OC2C(=O)N(c3ccccc3)C(=O)C2C1c1ccc(F)cc1 (configuration not stated)	19%	-5%	9%	-6%	2.8%
CCOC(=O)C(=CNc1cscc1S(=O)(=O)C(C)C)C(=O)OCC	6%	-3%	7%	2%	2.0%
O=C(O)/C=C/c1cn(-c2ccccc2)nc1-c1ccc2c(c1)OCCO2	13%	10%	-5%	2%	0.5%
Cc1ccnc(-n2c(C)cc(C=O)c2C)c1	5%	-4%	11%	0%	0.6%
Cc1ccc(CSc2nncn2-c2ccccn2)cc1	3%	0%	22%	-8%	0.2%
CC(C)C[C@H]1CNC(=O)C(=O)N1CC1CCN(CCc2ccc(-c3ccccc3)cc2)CC1	6%	·	·	·	i
CCCNC(=O)NC(=O)CN1C(=O)NC(C)(c2ccc3ccccc3c2)C1=O (configuration not stated)	-8%	-3%	11%	0%	i
COc1ccc(CCN(C)C(=O)COC(=O)/C=C/c2ccc(C)o2)cc1OC	1%	·	·	·	0.1%
CCCCNC(=O)Cn1cnc([N+](=O)[O-])n1	3%	6%	9%	13%	i	inhibitors of VEEV 10K pilot screen=0.0
OCC1(CCc2ccccc2)CCN(Cc2cnc(N3CCCC3)s2)CC1	5%	1%	17%	-4%	3.8%
N/C(=N\OC(=O)CCC(=O)O)c1ncc(C(F)(F)F)cc1Cl	2%	5%	-12%	-6%	1.1%
O=S(=O)(c1ccccc1)N1CCN(c2nc3ccccc3s2)CC1	-7%	-7%	-1%	-1%	0.1%
Cc1ccc(C(=O)NCc2ccc(Cl)c(Cl)c2)o1	2%	8%	75%	9%	1.6%
Nc1ccccc1-n1cccc1	·	-5%	-19%	2%	1.9%
CCCCOC(=O)Nc1nc(CC(=O)OCC)cs1	1%	-1%	35%	-16%	i
Cc1ccc(C(=O)CC(SCC(=O)O)c2ccc([N+](=O)[O-])cc2)cc1 (configuration not stated)	11%	-5%	?	5.8µM*	0.1%
CC1(C)CC(NC(=O)Nc2ccc([N+](=O)[O-])cc2)CC(C)(C)N1	2%	5%	11%	-7%	i
Cc1ccc(NC(=O)CCC(=O)NNC(=O)Cc2ccccc2)cc1C	6%	-4%	-3%	7%	1.0%
Cc1cccnc1	-13%	·	14%	18%	1.7%
COc1ccc(S(=O)(=O)Nc2cc3c4c(oc3c3ccccc23)CC(C)(C)CC4=O)cc1	4%	4%	19%	-11%	i
Cc1ccc(S(=O)(=O)NC(CC(=O)NCc2ccco2)c2ccco2)cc1 (configuration not stated)	6%	0%	12%	-6%	2.6%
COCCNC(=O)/C(C#N)=C/c1ccc2c(c1)OCO2	8%	6%	-23%	-10%	7.4%
Cc1c(C(=O)N/N=C/c2ccncc2)nnn1-c1nonc1N	-13%	·	·	·	i
CCCCC(=O)Nc1cnc(NC(=O)c2ccco2)cc1C	7%	11%	-9%	1%	i
Fc1cccc(F)c1/C=N/NC(=S)Nc1cccnc1	4%	4%	7%	2%	i
CCc1ccc2[nH]c(=O)c(CN(CCCN3CCOCC3)C(=O)Nc3ccc(F)cc3)cc2c1	-10%	-8%	24%	-2%	9.6%
COc1ccc(CC(=O)N/N=C(\C)CC(=O)Nc2ccc3c(c2)OCCO3)cc1	7%	-6%	-2%	-6%	i
CC(C)(C)n1ncc2c(=O)n(Cc3ccccc3Br)cnc21	2%	·	22%	14%	8.2%
O=C(Oc1cccc(OC(=O)c2ccco2)c1)c1ccco1	-25%	-7%	?	14%	0.2%
COc1ccccc1NC(=S)N(Cc1ccco1)Cc1cc2cc(C)ccc2[nH]c1=O	-3%	1%	-4%	-1%	1.2%
COc1ccc(C)cc1NC(=O)CN(C)C1CCCCC1	1%	19%	-4%	3%	i
CCc1ccc2[nH]c(O)c(N=Nc3nc(-c4ccccc4)cs3)c2c1	6%	-2%	?	?	1.8%
Cn1ccnc1SCC(=O)Nc1ccc2c(c1)COC2=O	-71%	2%	15%	2%	i
CC[C@H](C)[C@H](NC(=O)OCc1ccccc1)C(=O)OCC(=O)Nc1ccc(N2CCOCC2)cc1	-1%	5%	-4%	-1%	2.2%

Entries shown so far containing a Cl atom:
SMILES	influenza NS1A	PhoP GFP inhibition	M. tuberculosis	M. tuberculosis HTS	inhibitors of VEEV	others
Cc1ccc(NC(=O)N2CCC(O)(c3ccc(Cl)cc3)CC2)cc1	8%	-2%	4%	0%	0.7%
N/C(=N\OC(=O)CCC(=O)O)c1ncc(C(F)(F)F)cc1Cl	2%	5%	-12%	-6%	1.1%
Cc1ccc(C(=O)NCc2ccc(Cl)c(Cl)c2)o1	2%	8%	75%	9%	1.6%

Next part
SMILES	influenza NS1A	PhoP GFP inhibition	M. tuberculosis	M. tuberculosis HTS	inhibitors of VEEV	others
O=C1Nc2c(Br)cccc2C1=O	-12%	·	7%	6%	i
O=C(COC(=O)c1ccc([N+](=O)[O-])o1)NC1CCS(=O)(=O)C1 (configuration not stated)	-3%	3%	65%	3%	1.1%
COc1ccc(-n2nc(C)cc2Nc2ccccc2C(=O)O)cc1	-2%	6%	6%	0%	1.4%
O=C1CC(N2CCN(C(c3ccccc3)c3ccccc3)CC2)C(=O)N1 (configuration not stated)	-19%	2%	77%	-10%	1.9%
CCCN1CCN(S(=O)(=O)c2cn(C)nc2C)CC1	-5%	1%	-5%	-8%	2.1%
Cc1ccc(S(=O)(=O)N2CCOCC2)cc1C(=O)Nc1cc(Cl)ccc1N1CCOCC1	-4%	·	·	·	1.6%
CC(=O)Nc1nnc(/C=C/c2cccc([N+](=O)[O-])c2)s1	0%	-3%	6%	19%	0.5%
O=C(NCCc1ccc2c(c1)OCCO2)c1cc(F)cc(F)c1	-3%	0%	-7%	-1%	i
O=C1CN(C(=O)COc2ccc(Cl)c(Cl)c2)c2ccccc2N1	-4%	·	·	·	7.3%
Cc1ccc2c(C(=O)CN3CCCCC3CCO)c(C)[nH]c2c1 (configuration not stated)	3%	0%	14%	-4%	0.0%
CO/N=C/NC(=O)N1OC[C@@H]2COc3ccc4ccccc4c3[C@@H]21	2%	-22%	16%	4%	9.5%
COc1ccc(C(=O)C2CCCN(Cc3c(O)cccc3OC)C2)cc1OC (configuration not stated)	3%	4%	-17%	2%	i

Source: PubChem (Southern Research Specialized Biocontainment Screening Center)
